# From PubChem BioAssay
# ABHD4 inh: inhibitors of mouse ABHD4 | purified mABHD4, FP-Rh probe fluorescence polarization | inhibition, % at 8.92 µM | 370,000 compounds, 0.54% hits | AID 720543 | Q8VD66;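 active = inhibition exceeding the mean over every tested compound plus 3 SD, cut at about 30% in these data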;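 also: 0% = plate median of compound wells and 100% = S159A mutant with DMSO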
#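 System: mouse ABHD4 enzyme, wild type / Medium: HEPES pH 7.0, NaCl, Pluronic buffer / Reagent: FP-Rh activity-based fluorescent probe / Control set: S159A mutant high control, sample median low control / Detection: fluorescence polarization with parallel and perpendicular emission, 525/598 nm / Schedule: 45 min + 60 min at 25 °C / Compound dosing: 8.92 µM, single dose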
# LEDGF integ inh: blocks HIV-1 LEDGF/p75-dependent DNA integration; inhibition, % at 3.7 µM; 370,000 compounds, 0.64% hits; TR-FRET IN-LEDGF/p75 DNA integration, Eu/Cy5; AID 743269;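 active = inhibition above the screen-wide mean plus 3 SD, cut at about 13% in these data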;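 also: signal is the Cy5 over europium emission ratio at 671 and 618 nm; 0% = plate median of compound wells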
# PRMT1 inh: inhibitors of human PRMT1 | Q99873 | recombinant PRMT1, activity-based probe fluorescence polarization | inhibition, % at 2.79 µM | 370,000 compounds, 1.3% hits | AID 652257;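 active = inhibition above about 21% made by adding two undisclosed values, limit read from the data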
# Target sequence (Q99873 whole entry, looked up): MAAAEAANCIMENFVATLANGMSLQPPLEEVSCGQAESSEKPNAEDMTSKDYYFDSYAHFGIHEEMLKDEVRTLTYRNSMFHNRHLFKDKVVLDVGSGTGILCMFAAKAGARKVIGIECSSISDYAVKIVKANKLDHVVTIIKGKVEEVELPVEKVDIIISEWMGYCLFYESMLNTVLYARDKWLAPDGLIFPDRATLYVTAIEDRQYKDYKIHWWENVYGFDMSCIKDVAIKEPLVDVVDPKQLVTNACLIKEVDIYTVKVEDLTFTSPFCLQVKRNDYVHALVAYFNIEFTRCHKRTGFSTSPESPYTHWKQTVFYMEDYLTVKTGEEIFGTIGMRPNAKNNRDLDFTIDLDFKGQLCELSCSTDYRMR
# HTRA1 inhibitor: HTRA1 (human) protease inhibition. Q92743. recombinant HTRA1, FP-rhodamine activity-based probe, fluorescence polarization. inhibition, % at 5.96 µM. 340,000 compounds, 0.5% hits; in the data active = inhibition above about 36%;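 also: 0% = enzyme with DMSO and 100% = wells lacking enzyme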
# TDP2 inh: blocks human TDP2 phosphodiesterase activity; O95551; recombinant TDP2, T5PNP hydrolysis, p-nitrophenol absorbance 415 nm; inhibition, % at 12.8 µM; 370,000 compounds, 0.34% hits;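 active = inhibition above the mean of all tested compounds plus 3 SD, set per campaign, cut at about 25% in these data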;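 also: 0% = DMSO with enzyme and 100% = buffer with substrate but no TDP2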
#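 Evaluation: % inhibition relative to enzyme-containing and enzyme-free wells. Material: recombinant human TDP2. Benchmarks: enzyme-free and DMSO wells. Timing: enzyme reaction with compound for 2 h at 37 °C. Compound dosing: 12.8 µM only. Measured by: p-Nitrophenol epi absorbance. Reagent: T5PNP substrate at 5 mM, a TopII-DNA adduct mimic. Replication: single well per compound.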
# Tn7 DDE FP: inhibitors of Tn7 peptide binding to human fibrin DD(E) | FP displacement of FITC-Tn7 peptide from fibrin DD(E); 0% = median of compound wells per plate | 370,000 compounds, 0.13% hits | inhibition, % at 8.3 µM | P02675;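 active = inhibition above the mean of compounds falling within the control limits plus 3 SD of them, cut at about 14% in these data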;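 also: 0% = plate median of compound wells and 100% = 10 µM Aha-Tn7 peptide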
#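 assay system = human clot-derived fibrin DD(E) complex | quantity = Fibrin-DD(E) at 2 µM final | timing = 10 min preincubation, 3 h with tracer, room temperature | signal = fluorescence polarization | measure = percent inhibition | benchmarks = high control wells with 10 µM unlabelled Aha-Tn7 peptide (full inhibition) | replicates = singlicate testing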
# SIAE inh: blocks human sialic acid acetylesterase. Q9HAT2. SIAE FP-Rh probe binding, fluorescence polarization. inhibition, % at 9.66 µM. 370,000 compounds, 0.69% hits. AID 1053197;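 active = inhibition above a cutoff: mean of compounds within the control limits plus 3 SD of those, cut at about 17% in these data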;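 also: 0% = plate median of compound wells and 100% = probe without SIAE protein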
# Target sequence (Q9HAT2 whole entry, looked up): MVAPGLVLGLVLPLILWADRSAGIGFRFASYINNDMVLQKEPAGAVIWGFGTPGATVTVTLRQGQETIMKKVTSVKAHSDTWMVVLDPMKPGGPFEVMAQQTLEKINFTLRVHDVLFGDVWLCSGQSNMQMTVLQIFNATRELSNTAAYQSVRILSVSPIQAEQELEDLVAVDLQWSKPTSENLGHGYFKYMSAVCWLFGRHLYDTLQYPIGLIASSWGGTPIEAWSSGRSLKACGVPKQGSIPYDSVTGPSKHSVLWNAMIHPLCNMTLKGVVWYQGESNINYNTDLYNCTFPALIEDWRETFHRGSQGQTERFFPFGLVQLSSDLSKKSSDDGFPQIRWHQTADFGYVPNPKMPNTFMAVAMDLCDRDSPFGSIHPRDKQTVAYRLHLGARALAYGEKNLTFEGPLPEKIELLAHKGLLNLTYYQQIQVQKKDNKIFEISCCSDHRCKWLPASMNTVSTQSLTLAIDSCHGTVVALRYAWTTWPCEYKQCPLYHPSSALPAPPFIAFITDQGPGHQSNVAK
# PG9 Ab binder: PG9 antibody binding by small molecule; inhibition, % at 6.7 µM; TR-FRET gp120-PG9 antibody binding; 360,000 compounds, 0.43% hits; in the data active = inhibition above about 8.5%
# UHRF1 MBD2 ctr: human UHRF1 methylated DNA binding inhibitors. Q96T88. 370,000 compounds, 0.75% hits. inhibition, % at 4.4 µM. UHRF1 binding to methylated oligo, TR-FRET; in the data active = inhibition above about 21%;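 also: UHRF1 SRA domain binding a hemimethylated CpG hairpin DNA probe; 0% = median of test compound wells and 100% = reference inhibitor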
# TCR CD3 inh: human TCR-CD3 binding inhibition. TAMRA-labeled TCR probe fluorescence, biochemical. inhibition, % at 9.4 µM. 360,000 compounds, 0.37% hits; in the data active = inhibition above about 19%;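 also: recombinant mutant TCR 2C K166C tagged with TAMRA read by polarization; 0% = receptor in buffer alone and 100% = receptor with positive control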
# Numbers without * were called inactive; / = no result given. An unsorted share of the library. Share with any hit: about 4.2%.
SMILES,ABHD4 inh,LEDGF integ inh,PRMT1 inh,HTRA1 inhibitor,TDP2 inh,Tn7 DDE FP,SIAE inh,PG9 Ab binder,UHRF1 MBD2 ctr,TCR CD3 inh
COc1ccc(C(=O)Nc2ccc3c(c2)OCO3)cc1OC,-6.2,1.2,2.1,-3.6,-10.9,-6.4,-0.5,-2.0,1.2,2.5
CCOC(=O)C1=C[C@@H](CC)N(S(=O)(=O)c2ccc([N+](=O)[O-])cc2)[C@H]1c1ccccc1,-5.5,0.3,4.8,/,2.5,4.8,-1.4,-0.4,-0.5,1.1
COc1cc(/C=C/C(=O)OCC(=O)NC(=O)NC(C)C)ccc1OCC#N,12.1,0.1,2.5,-5.0,-3.4,2.2,0.8,0.4,-2.9,0.2
COc1ccc(-c2noc(CCC(=O)NC3CCCCCC3)n2)cc1,-3.4,3.4,-3.7,-2.9,9.3,-1.3,3.9,1.2,-1.9,6.0
CCNC(=O)C1(C)CCN(C(=O)c2cc(F)cc(F)c2)C1 (centres undefined),4.6,0.6,4.5,/,0.6,7.1,-2.6,0.0,0.7,-1.1
CCN1C(=O)/C(=C2\C=Cc3ccccc3N2CC)SC1=S,4.4,-2.9,1.4,5.2,-15.7,-4.2,1.5,-1.7,5.1,0.9
C(=N\Nc1nc2ccccc2[nH]1)/c1ccc2ncccc2c1,12.7,-9.0,0.5,8.3,-6.1,7.2,11.2,-5.0,-5.0,-14.3
O=C1C2C3C=CC(C3)C2C(=O)N1c1n[nH]c(-c2ccccc2)n1 (centres undefined),7.1,-3.7,-0.5,-4.2,-8.5,4.8,1.5,-1.4,-1.0,5.0
COc1ccc(-c2nc3ccc(C)cn3c2NCc2ccc3c(c2)OCO3)cc1,5.6,-0.5,-0.9,2.5,1.2,-0.6,0.7,-2.1,-1.8,3.6
COC(=O)c1ccc(CNC(=O)C23CC4CC(CC(C4)C2)C3)cc1,0.9,-3.7,0.7,-7.2,-18.8,-3.9,-1.8,1.3,2.2,-5.3
O=C(N[C@@H](Cc1cccnc1)C(=O)N1CCC[C@H]1C(=O)NCCc1ccccc1Cl)c1ccc(Cl)c(Cl)c1,-5.3,-1.6,-1.2,/,2.7,4.9,-5.8,-0.3,1.0,-2.6
COC(=O)[C@@]12C[C@@H](CC(=O)N3CCC(c4ccccc4)CC3)C(=O)N(Cc3ccccc3)C1=CCC(C)(C)C2,-4.5,-3.8,-5.4,/,-5.2,6.8,0.5,-1.4,0.3,2.1
CCOc1ccccc1-n1c(SCC(=O)NCc2ccco2)nnc1-c1ccncc1,7.2,-1.9,2.6,-3.7,-2.1,-1.9,-4.9,0.3,0.9,-3.5
Cc1cccc(NC(=O)c2nc[nH]c2C(=O)N[C@@H](CC(C)C)C(=O)OCc2ccccc2)c1,-69.6,2.3,-2.0,-15.0,-23.0,0.0,-84.3,-5.5,-2.6,5.5
Cc1ccc(S(=O)(=O)N2CCCCC2)cc1NC(=O)COC(=O)c1ccc(=O)[nH]c1,-1.1,1.4,0.5,3.2,-2.4,2.2,-8.1,0.0,-2.8,-0.2
O=C(COC(=O)CCSc1ccccc1)NCc1ccccc1Cl,3.1,-0.8,-0.1,-7.1,1.7,-4.7,0.0,-1.2,-4.3,14.5
CCc1cc(C(=O)OC)c(NC(=O)CCC(=O)O)s1,-3.5,-0.6,2.6,7.7,-0.9,6.9,0.4,0.9,-3.3,0.7
O=C(NC1CCS(=O)(=O)C1)c1ccccc1Cl (centres undefined),5.5,-1.1,1.0,-1.9,-5.1,0.2,11.0,-0.2,0.5,4.3
CN(C)CCNCCCNc1c2ccccc2nc2cccc([N+](=O)[O-])c12,18.7,-7.0,5.1,7.6,-4.8,-0.7,4.4,2.3,8.4,2.3
CSc1ccccc1NC(=O)CN(C)CC(=O)Nc1ccccc1N1CCOCC1,-4.0,-1.2,-3.0,3.4,4.3,-6.3,-4.8,-0.7,-1.4,0.8
Cc1ccc(NC(=O)CCc2c(C)nn(-c3ccc(N4CCOCC4)nn3)c2C)c(C)c1,-1.2,0.3,-1.0,2.7,14.1,-3.0,0.1,-1.1,-0.5,7.0
CCc1ccc(OCc2nnc(NC(=O)c3cccs3)s2)cc1,0.2,-2.1,-1.5,-1.3,-0.2,-2.7,6.3,-1.1,-0.7,4.2
COc1ccc(N(CC(=O)NCc2ccccc2C)S(=O)(=O)c2ccc(C)cc2)cc1OC,0.7,-4.6,2.8,-4.3,-26.3,3.2,-1.1,-1.4,4.0,-4.3
Cc1noc(C)c1C(=O)N1CCN(S(=O)(=O)c2ccc(F)cc2)CC1,6.6,0.6,-1.9,-0.2,4.5,-7.0,4.1,-0.2,-0.2,5.5
CC1Cc2cc(/C(O)=C3/C(=O)C(=O)N(CC4CCCO4)C3c3ccco3)ccc2O1 (centres undefined),-0.8,6.1,7.2,-1.5,4.6,0.6,6.3,1.7,0.6,-7.2
CN(C)c1ccc(C(=O)N/N=C/c2ccccn2)cc1,1.3,0.2,-6.3,1.0,-25.1,-10.6,-6.6,-3.1,-1.1,-1.9
CCCCn1c(NCc2ccc(OC)cc2O)nc2ccccc21,3.8,3.8,-0.1,-6.1,2.9,2.8,4.3,0.9,-0.3,-2.9
O=C(CCc1ccccc1)Nc1nccs1,-3.7,-0.7,-2.6,0.9,-12.8,-2.8,6.5,0.1,-0.2,-1.6
COc1cccc(NS(=O)(=O)c2ccc(S(=O)(=O)N3CCOCC3)cc2)c1,-3.5,-2.1,0.2,5.5,-12.4,0.6,0.2,1.7,-0.2,4.0
CC(C)c1nc(SCC(=O)Nc2ccc(N(C)C)cc2)c2ccccc2n1,3.5,1.1,1.7,-0.4,4.5,-4.3,8.6,-3.0,-1.6,3.4
COc1cccc(CNC(=O)[C@@H]2CCCN2C(=O)[C@H]2CCCCN2)c1,-2.8,2.8,-3.7,/,-14.3,1.0,-11.2,0.2,0.0,1.4
O=C(CSc1nc2c([nH]c3ccccc32)c(=O)n1-c1cccc(Cl)c1)N1CCOCC1,-0.9,0.4,-1.9,-1.1,6.0,-5.3,-9.6,2.0,-1.1,6.4
COc1ccc(S(=O)(=O)N2CCOCC2)cc1N=Nc1sc(N)nc1-c1ccccc1,16.3,-0.3,-1.0,19.3,4.1,0.0,5.4,-2.4,1.6,1.9
O=C(Cc1c(F)cccc1Cl)NNC(=O)c1ccccc1Cl,0.6,0.7,1.4,3.3,6.9,6.5,-1.1,0.7,0.1,3.8
Cc1nn(C)c(C)c1/C=N/NC(=O)c1csc2ccccc12,-9.5,-1.4,-1.4,/,4.0,2.2,-5.4,0.2,-3.3,-0.7
Cc1ccc(S(=O)(=O)NCCNC(=O)c2ccccc2)cc1,1.1,-0.8,-1.1,-1.2,3.1,-4.7,-4.0,0.2,4.3,4.8
CC(=O)N1CCCc2cc(S(=O)(=O)N3CCCC3)ccc21,1.7,-3.1,3.2,-0.2,-17.3,-0.6,3.9,-1.2,1.2,-1.1
CC(C)(C)n1nc(Cc2cccc3ccccc23)c(C#N)c1N,-5.4,-2.9,1.4,-19.6,4.0,-1.9,6.5,2.5,-1.1,5.2
CCOC(=O)CCSc1nc(C)c2ccccc2n1,-2.2,-0.1,3.8,5.1,4.4,2.2,-2.2,-0.7,-1.8,-7.0
Nc1ncncc1-c1ccc([N+](=O)[O-])cc1,-9.5,0.6,-4.3,9.9,8.6,8.5,3.5,1.0,0.2,3.2
COc1cc(/C=C/c2ccc3cccc(OC)c3n2)c(OC(C)=O)c([N+](=O)[O-])c1,7.9,-1.1,-0.3,17.1,0.3,0.1,4.9,-2.4,-2.8,-2.6
COC(=O)[C@]12C[C@H](CC(=O)NCC3CCCCC3)C(=O)N(Cc3cccc4ccccc34)C1=C[C@H](C(C)(C)C)O[C@@H]2C,-7.8,-0.9,5.1,/,-1.0,4.8,5.3,/,9.9,/
O=C(CCNS(=O)(=O)c1ccc2c(c1)CCC(=O)N2)NCc1cccnc1,-8.2,4.3,-3.2,-3.7,-19.4,8.4,-4.2,2.1,5.8,-4.8
CC1(C)C2CCC1(C)C(NC(=O)CCN1CCCCC1)C2 (centres undefined),3.0,-4.8,0.9,-3.7,6.2,1.3,-4.6,-0.7,6.3,-8.0
CCCCNC(=O)N1CCCC1C(=O)Nc1cccc(OC)c1 (centres undefined),5.8,0.3,2.2,/,1.8,-8.0,4.0,/,-0.5,/
COc1cc(C(=O)Nn2c(CC(C)C)nc3ccccc3c2=O)cc(OC)c1OC,2.1,1.2,-5.6,-4.4,-2.3,7.4,-1.3,-1.9,-3.8,4.7
O=C(Oc1ccc(OC(=O)C2CCC2)cc1)C1CCC1,-5.2,-1.2,2.8,2.1,-8.1,1.1,2.2,-0.5,2.2,-3.9
CCCn1c(=O)c(C(=O)N/N=C/c2ccccc2F)c(O)c2ccccc21,2.3,-1.3,2.7,4.6,-13.1,-6.7,2.6,4.2,0.1,6.0
CCCNC(=O)C(Cc1ccc(I)cc1)NC(=O)C1CC1 (centres undefined),0.3,-2.6,-1.8,-8.3,-6.7,-2.4,-1.9,0.8,4.1,-4.3
COc1cccc(C2OC(=O)c3ccccc3N2C(C)=O)c1OC(C)=O (centres undefined),4.0,3.2,2.2,-0.9,2.8,-2.2,3.1,-0.1,-0.8,2.6

# (list continues)
SMILES,ABHD4 inh,LEDGF integ inh,PRMT1 inh,HTRA1 inhibitor,TDP2 inh,Tn7 DDE FP,SIAE inh,PG9 Ab binder,UHRF1 MBD2 ctr,TCR CD3 inh
CCc1ccccc1N(CC(=O)NCC1CCCO1)C(=O)CCC(=O)Nc1cc(C)on1 (centres undefined),1.2,1.0,-1.2,2.2,1.9,-0.1,1.2,-2.0,-1.6,2.3
CCC1CCCCN1CCCNC(=O)CNC(=O)c1nn(-c2ccc(OC)c(Cl)c2)c(=O)c2ccccc12 (centres undefined),-6.2,2.6,-3.7,-2.1,-21.8,-4.3,-13.1,-3.6,4.3,-2.9
C/C(=N\NC(=O)c1ccccc1O)c1c(O)cc(C)oc1=O,6.1,-2.2,-2.0,6.3,6.1,3.4,12.1,-0.2,-10.1,18.7
CCN(C1CCS(=O)(=O)C1)S(=O)(=O)c1cccc([N+](=O)[O-])c1 (centres undefined),0.5,-3.8,-3.5,-5.8,9.7,4.4,-1.1,-0.7,2.6,4.3

# Some of these compounds in order of the Tn7 DDE FP value, descending.
mol	Tn7 DDE FP
CCN(C1CCS(=O)(=O)C1)S(=O)(=O)c1cccc([N+](=O)[O-])c1 (centres undefined)	4.4
Cc1ccc(S(=O)(=O)N2CCCCC2)cc1NC(=O)COC(=O)c1ccc(=O)[nH]c1	2.2
O=C(COC(=O)CCSc1ccccc1)NCc1ccccc1Cl	-4.7
